# Bioassay records from PubChem BioAssay.
# Tb PYK inh: qHTS of Trypanosoma Brucei Inhibitors; pyruvate kinase (Trypanosoma brucei), Q57TT1; TbPYK enzyme, Kinase-Glo Plus ATP luminescence, 45 min; Potency, µM (series often up to 76.8 µM), for the others: at the top dose activity, negative = inhibition, usual class: inhibitors; 410,000 tested, 0.12% active; AID 624173, 2012; also: potency is read from the fitted curve at half-maximal effect; % is scaled to controls: 0 for no effect and ±100 for the full control effect; nearly all actives have a fitted effect of over 50% in size
#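 T. brucei PYK with substrate was exposed to pin-transferred compounds across a concentration series, then started with 130 uM ADP (final). After 45 min at room temperature, Kinase-Glo Plus luminescence was read, normalized and curve-fitted.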
# AMA1-RON2 inh: qHTS for Inhibitors of AMA1-RON; Towards Development of Antimalarial Drug Lead: Primary Screen | Potency, µM (doses to about 58.2 µM), for inactives: at the highest dose activity change, negative = inhibition, hits mostly inhibitors | AlphaScreen AMA1-biotinylated RON2 peptide binding | 360,000 tested, 0.2% active | AID 720542, 2013;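 also: potency is read from the fitted curve at half-maximal effect; 0% = vehicle wells and -100% = peptide control; nearly all actives have a fitted effect of over 45% in size; some results filed as inactive show a strong effect at the top dose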
#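 AMA1 (3D7) with his tag at 25 nM final met compounds first, then biotinylated RON2 peptide at 25 nM; detection used donor plus acceptor beads, 10 µg/mL apiece, read by AlphaScreen after 30 min at room temperature.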
# LmPK inhibitor: qHTS Assay for Inhibitors of Leishmania Mexicana Pyruvate Kinase (LmPK); 290,000 tested, 0.37% active; purified LmPK, Kinase-Glo ATP luminescence, 1 h; Potency, µM (titrated, usually from 57.5 µM), for inactives: at the highest dose activity change, negative = inhibition, most hits filed as inhibitors; also: potency is read from the fitted curve at half-maximal effect; % is scaled to controls: 0 for no effect and ±100 for the full control effect
# Target sequence (Q27686 whole entry, looked up): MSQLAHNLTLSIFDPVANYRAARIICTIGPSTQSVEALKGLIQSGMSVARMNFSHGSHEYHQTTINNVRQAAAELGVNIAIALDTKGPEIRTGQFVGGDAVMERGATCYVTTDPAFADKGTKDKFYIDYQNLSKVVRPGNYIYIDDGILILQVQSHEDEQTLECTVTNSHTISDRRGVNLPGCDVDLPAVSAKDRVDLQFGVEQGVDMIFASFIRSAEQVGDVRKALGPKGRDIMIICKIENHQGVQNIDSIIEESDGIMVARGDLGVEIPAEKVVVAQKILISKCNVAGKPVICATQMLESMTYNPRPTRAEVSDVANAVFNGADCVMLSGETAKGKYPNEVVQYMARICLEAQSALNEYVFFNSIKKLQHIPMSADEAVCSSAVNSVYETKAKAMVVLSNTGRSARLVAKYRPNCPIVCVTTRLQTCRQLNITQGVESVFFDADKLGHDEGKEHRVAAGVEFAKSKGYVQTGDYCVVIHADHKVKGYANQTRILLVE
#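 In 50 mM imidazole pH 7.2 with 7 mM MgCl2, LmPK (0.1 nM) turned over PEP (0.5 mM) and ADP (0.1 mM) for 1 h at room temperature. Luciferase read-out of ATP.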
# Pf growth 96h: Primary qHTS for delayed death inhibitors of the malarial parasite plastid, 96 hour incubation. P. falciparum luciferase reporter growth, 96 h. Potency, µM (series often up to 28.7 µM), for the others: at the top dose activity change, negative = inhibition, usual class: inhibitors. 320,000 tested, 6.9% active. AID 504834, 2011; also: potency is read from the fitted curve at half-maximal effect; % is scaled to controls: 0 for no effect and ±100 for the full control effect
#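 P. falciparum expressing integrated firefly luciferase grown in erythrocytes (2% hematocrit, 0.05% parasitemia final) with compounds for 96 hours at 37 C, 5% CO2. Growth inhibition read as loss of luminescence after adding luciferase detection reagent.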
# Pf growth 48h: Primary qHTS for delayed death inhibitors of the malarial parasite plastid, 48 hour incubation. P. falciparum luciferase growth in erythrocytes, 48 h. Potency, µM (highest dose often 28.7 µM), inactives show at the top dose activity change, negative = inhibition, actives largely listed as inhibitors. 310,000 tested, 5.9% active. AID 504832, 2011; also: potency is read from the fitted curve at half-maximal effect; % is scaled to controls: 0 for no effect and ±100 for the full control effect
#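 Compounds are pin-transferred into medium, infected erythrocytes (2% hematocrit, 0.1% parasitemia final) are added, and plates sit one parasite generation at 37 C in 5% CO2. Detection reagent is then added and luminescence measured.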
# CHX counter: Cycloheximide Counterscreen for Small Molecule Inhibitors of Shiga Toxin; cell reporter, cycloheximide protein synthesis inhibition counterscreen; 300,000 tested, 12% active; max response, %; AID 2314, 2010; in the data active = max response mostly above about 13%, no sharp cut-off; inactive = mostly below about 14%; also: read at 38.3 µM for the half of the compounds with a filed dose; 0% is about no effect
# Shiga inhibitor: A qHTS for Small Molecule Inhibitors of Shiga Toxin; inhibition, % at 38.7 µM; Vero cells, Shiga toxin protein synthesis inhibition reporter; 290,000 tested, 9.2% active; AID 2315, 2010; in the data active = inhibition mostly above about 28%, no sharp cut-off; inactive = mostly below about 43%; also: 0% is about no effect
# * marks the source's active call; other numbers are inactive results; ? = inconclusive; · = not tested or not shown; & = joins results of further samples; [ ] = remark or other dose. Unless noted, calls follow the shape of the dose curve; as a rule, active = well fitted curve in the direction sought with a large enough effect; inconclusive = small, poorly fitted or top-dose-only effect, or another doubt; inactive = no such curve, though single readings can be large; an effect the other way counts as inactive or inconclusive.
no. | SMILES | Tb PYK inh | AMA1-RON2 inh | LmPK inhibitor | Pf growth 96h
1 | C#CCOCCOCCOCCNc1nc(N2CCN(C(=O)[C@H](CCC(=O)O)n3cc(C(N)[C@H](C)CC)nn3)CC2)nc(N2CCN(C(=O)[C@H](Cc3cc4ccccc4[nH]3)n3cc(C(N)[C@H](C)CC)nn3)CC2)n1 (some centres undefined) | · | · | 6% | -16%
2 | Cc1ccc2cc3c(N)c4c(C)ccc(C)c4nc3nc2c1 | 9% | -28% | 4% | -2%
3 | C=CSc1sc(Cl)c(N(CC)CC)c1[N+](=O)[O-] | -5% | ? | -2% | 6%
4 | COCc1cc(C)n(CC(=O)Nc2ccccc2OC)c(=O)c1C#N | -19% | -2% | 6% | 73%[activator]
5 | CCN(CC)C(=O)COc1ccc(-c2ccccc2)cc1 | -3% | 8% | -10% | 17%
6 | Cc1cc(=O)oc(C)c1C(=O)Nc1ccc2nsnc2c1 | 16% | 14% | 3% | ·
7 | NC(=O)c1cc(S(=O)(=O)NCc2ccc(Br)cc2)cs1 | -3%&-2% | -3% | 4% | 4%
8 | COc1ccc(C(c2nnnn2CC2CCCO2)N2CCN(c3ccccc3)CC2)cc1 (centres undefined) | -9% | -8% | 3% | 34%
9 | O=[N+]([O-])c1cc(S(=O)(=O)N2CCCC2)ccc1N/N=C/c1cccs1 | -8% | -6% | 1% | -5%[5.75 µM]
10 | CN(C)CCNc1nc(-c2ccccc2)nnc1C(F)(F)F | 0% | 0% | 4% | 37%[activator]
11 | Cc1cc(C(=O)Nc2sc3c(c2C#N)CCCC3)no1 | -14% | -1% | -8% | -4%
12 | O=C(NN1C(=O)C2C3c4ccccc4C(c4ccccc43)[C@@H]2C1=O)c1ccccc1 (some centres undefined) | 3% | -11% | 5% | 82%[activator]
13 | COc1ccc(CC(=O)NC2CC2)cc1OC | -8% | 3% | 1% | 0%
14 | C=CCN1C=CC(=O)CC1 | 1% | 2% | -6% | 61%[activator]
15 | Cc1cc2ccccn2c1C(=O)Nc1ccccc1 | -5% | -28% | -2% | 206%[activator]

no. | Pf growth 48h | CHX counter | Shiga inhibitor
1 | -11% | 2 | -9
2 | ? | 2 | -3
3 | 1% | -1 | -2
4 | 9% | -3 | 35
5 | · | 31* | 52
6 | 2% | 1 | -6
7 | ? | -2 | -3
8 | ? | -4 | 2
9 | 8% | 11 | -2
10 | 0% | -2 | -19
11 | 295%[activator] | 37* | 52*
12 | -3% | 4 | 3
13 | 0% | 1 | -4
14 | 52%[activator] | -8 | -3
15 | 71%[activator] | 23* | 68

# Profiles as entered above. Screens in order: Tb PYK inh, AMA1-RON2 inh, LmPK inhibitor, Pf growth 96h, Pf growth 48h, CHX counter, Shiga inhibitor
# Listed for `Cc1cc(=O)oc(C)c1C(=O)Nc1ccc2nsnc2c1` → 16%, 14%, 3%, ·, 2%, 1, -6
# Listed for `O=[N+]([O-])c1cc(S(=O)(=O)N2CCCC2)ccc1N/N=C/c1cccs1` → -8%, -6%, 1%, -5%[5.75 µM], 8%, 11, -2
# Listed for `COCc1cc(C)n(CC(=O)Nc2ccccc2OC)c(=O)c1C#N` → -19%, -2%, 6%, 73%[activator], 9%, -3, 35

# Going on with the list.
no. | SMILES | Tb PYK inh | AMA1-RON2 inh | LmPK inhibitor | Pf growth 96h
16 | CC(C)(C)NC(=O)C(c1ccco1)N(C(=O)Cn1nnc(-c2ccc(F)cc2)n1)c1cccc(F)c1 (centres undefined) | 3% | -9% | 0% | -3%[5.75 µM]
17 | CSCCNC(=O)c1ccc2nc(C3CCCCC3)oc2c1 | -4% | -7% | 3% | ?
18 | CN(C(=O)c1ccno1)c1nnc(-c2cnccn2)s1 | 2% | 82%[activator] | 2% | -9%
19 | Cn1cc(Cl)c(C(=O)Nc2nc3ccc([N+](=O)[O-])cc3s2)n1 | 1% | -4% | 9% | 81%[activator]
20 | Cn1ncc(Cl)c1C(=O)Nc1ccc(CN2CCCCC2)cc1 | -6% | 3% | -7% | 50%[activator]
21 | Cc1cc(C)n2c(=O)c3ccc(Cl)cc3nc2c1C#N | -12% | 3% | -6% | 10%
22 | Cc1ccc2c(CN3CCN(S(=O)(=O)c4ccc5c(c4)OCCO5)CC3)cc(=O)oc2c1C | -4% | -17% | 1% | ?
23 | O=C(CCCc1ccccc1)NCc1cccnc1 | -7% | 7% | 1% | 11%
24 | CCSc1nnc(NC(=O)CSc2nnc(CNC(=O)c3cc(OC)c(OC)c(OC)c3)o2)s1 | 4% | -4%[11.6 µM] | 2% | ?
25 | O=C1CSC(c2cccc([N+](=O)[O-])c2)N1c1ccccc1F (centres undefined) | 5% | 0% | 0% | 7%
26 | COc1ccc(NC(=O)c2ccc3nc(-c4ccccc4)c(-c4ccccc4)nc3c2)c(OC)c1 | -10% | -11% | -3% | ?
27 | O=C1CNC(=S)N1Cc1ccccc1Cl | 3% | 24% | -8% | -4%
28 | O=C(c1cccs1)N1CC=C(c2ccccc2)CC1 | -10% | 11% | · | -28%
29 | CC(C)(C)C(=O)NC(=S)Nc1ccccc1N1CCCC1 | 0% | -3% | 3% | 5%
30 | O=C(OC1CCCCC1)c1ccc(NC(=O)c2ccco2)cc1 | 1% | 3% | 2% | 2.9µM*

no. | Pf growth 48h | CHX counter | Shiga inhibitor
16 | ? | -4 | 10
17 | ? | 20* | 86*
18 | 38%[activator] | 15 | 10
19 | 70%[activator] | 9 | -1
20 | -25% | 0 | 31
21 | 39%[activator] | 27 | 6
22 | 9.3µM* | -2 | -5
23 | 7% | -3 | 18
24 | 7% | -2 | -14
25 | ? | 7 | -11
26 | 10% | -3 | -4
27 | · | -5 | 10
28 | -22% | · | ·
29 | ? | 7 | 26
30 | ? | 36* | 61*

# Next part.
no. | SMILES | Tb PYK inh | AMA1-RON2 inh | LmPK inhibitor | Pf growth 96h
31 | CCCc1cc(=O)oc2c3c(c4c(c12)OC(C)(C)C=C4)OC(C)C(C)C3O (centres undefined) | -3% | 0% | 10% | 10µM*
32 | Cc1onc(C(=O)Nc2ccccc2C(F)(F)F)c1[N+](=O)[O-] | 3% | 7% | -4% | -5%
33 | Cc1ccc(CSc2nnc(SCC(=O)N/N=C/C=C/c3ccco3)s2)cc1 | -8% | -5%[2.32 µM] | 1% | ?
34 | NNC(=O)c1nnn(-c2nonc2N)c1CN1CCCC1 | 0% | 107%[activator] | 0% | ?
35 | COc1ccccc1N1C(=O)c2cccc3c(Cl)ccc(c23)C1=O | -7% | -1% | 1% | 20%
36 | O=c1[nH]c(N2CCCCC2)nc2c1CCCC2 | -4% | -12% | 1% | 16%
37 | CCOC(=O)c1sc2nccc(OC)c2c1N=CNOC | -9% | 0% | 0% | 4%
38 | Oc1ccc(CCNc2ncnc3ccc(Cl)cc23)cc1 | -6% | -11% | -9% | 17%
39 | Cc1cccc(NC(=S)NC(=O)c2oc3ccccc3c2C)n1 | 12% | -1% | 5% | 32%[activator]
40 | COc1ccc2c(c1)O[C@@H](c1cccc(C(F)(F)F)c1)[C@H](OC(=O)N[C@H]1CCCc3ccccc31)C2=O | · | · | 2% | ?
41 | O=C(COC(=O)CCc1ccc(S(=O)(=O)N2CCOCC2)cc1)Nc1ccc(Cl)cn1 | 1% | 2% | 2%&1% | ?
42 | Cn1c(SCC(=O)NC(=O)NCc2ccco2)nnc1-c1ccccc1 | -10% | -9% | 0% | 5%
43 | CCn1cc(C(=O)NCc2ccco2)c(=O)c2cc(F)c(N3CCN(C(=O)c4ccco4)CC3)cc21 | -4% | 0% | 4% | 24%
44 | COc1cccc(C2=NN(C(=O)c3ccccc3)C(O)(C(F)(F)F)C2)c1 (centres undefined) | -4% | 73%[activator] | 2% | ·
45 | O=S(=O)(Nc1ccc(S(=O)(=O)Nc2nccs2)cc1)c1ccc2c(c1)OCCO2 | -6% | -11% | 1% | ·

no. | Pf growth 48h | CHX counter | Shiga inhibitor
31 | ? | -2 | -6
32 | 23% | 38 | -9
33 | 39%[activator] | 16 | 3
34 | 0% | 0 | -2
35 | -19% | 3 | -1
36 | 27% | -2 | -2
37 | · | 5 | 6
38 | 1% | 0 | 6
39 | 66%[activator] | 38* | 56*
40 | 0% | 4 | 19
41 | 21% | 2&-5 | -7&3
42 | 6% | 7 | -16
43 | 7.4µM* | 0 | -1
44 | 9% | 0 | -5
45 | 4% | -4 | -23

# Quoted from the listing.
# Entry for CCOC(=O)c1sc2nccc(OC)c2c1N=CNOC under Pf growth 96h: 4%
# Entry for Cc1onc(C(=O)Nc2ccccc2C(F)(F)F)c1[N+](=O)[O-] under AMA1-RON2 inh: 7%
# Entry for NNC(=O)c1nnn(-c2nonc2N)c1CN1CCCC1 under Tb PYK inh: 0%
# Entry for CCCc1cc(=O)oc2c3c(c4c(c12)OC(C)(C)C=C4)OC(C)C(C)C3O (centres undefined) under Tb PYK inh: -3%

# (more compounds)
no. | SMILES | Tb PYK inh | AMA1-RON2 inh | LmPK inhibitor | Pf growth 96h
46 | O=C(CN1CCC(N2CCCCC2)CC1)N1CCCc2ccccc21 | -9% | -10% | -10% | ?
47 | Brc1ccccc1C1CC(c2ccccc2)=Nc2ccccc2N1 (centres undefined) | -6% | -3% | -5% | 48%[activator]
48 | CCc1noc(C)c1C(=O)Nc1nnc(C2CCCCC2)s1 | · | · | 2%[11.5 µM] | 238%[activator]
49 | Cc1ccc(C)c(N2CCN(C(=O)c3cc4sccc4n3C)CC2)c1 | 3% | ? | 6% | 37%
50 | Cc1cc(NC(=O)C2CC(c3ccccc3Cl)=NO2)no1 (centres undefined) | 4% | 1% | -1% | ·
51 | Cc1ccc(-n2c(CSc3nc(C)cc(C)n3)nnc2SCC(=O)Nc2nccs2)cc1 | -13% | -1% | 3% | ?
52 | CC(C)Cc1cc(CNC(=O)C2CCC(=O)N(Cc3cccc(C(F)(F)F)c3)C2)on1 (centres undefined) | -4% | 9% | -4% | ?
53 | O=C(c1cc2ccccc2o1)N1CCCC1 | 0% | 10% | -6% | 147%[activator]
54 | O=c1c2ccccc2[nH]c(=S)n1CCN1CCC(=C(c2ccc(F)cc2)c2ccc(F)cc2)CC1 | · | · | 1% | -14%
55 | Cc1ccc(C)c(N(C(=O)c2snc(C(N)=O)c2N)C(C(=O)NCC2CCCO2)c2cccs2)c1 (centres undefined) | -8% | 6% | 6% | 12%
56 | C=CCn1c(CCc2ccccc2)nnc1SCC(N)=O | -1% | -1% | 4% | ?
57 | Cn1c(=O)c2c(O)cc(=O)n(-c3ccccc3)c2n(C)c1=O | -8% | 14% | -2% | -5%
58 | Cc1cc2ncn(C(=O)c3ccc4c(c3)OCO4)c2cc1C | 2% | 3% | 1% | 2.9µM*

no. | Pf growth 48h | CHX counter | Shiga inhibitor
46 | · | -3 | 18
47 | 51%[activator] | 97* | 91*
48 | -9% | 8 | 33
49 | ? | 19 | 57
50 | 8% | -3 | -5
51 | ? | 1 | -7
52 | 1% | 1 | 13
53 | 14% | 13 | 6
54 | -12% | -1 | -9
55 | ? | -3 | -9
56 | -13% | -2 | -8
57 | 22% | -2 | -23
58 | 35%[activator] | 11 | 31
